VHR inh abs: blocks human VHR1 dual specificity phosphatase; hit rate 0.52% among 290,000; inhibition, % at 13.3 µM; recombinant VHR phosphatase, pNPP absorbance; in the data active = inhibition above about 50%; note: some compounds called inactive have numbers as strong as hits
Target sequence (P51452 whole entry, looked up): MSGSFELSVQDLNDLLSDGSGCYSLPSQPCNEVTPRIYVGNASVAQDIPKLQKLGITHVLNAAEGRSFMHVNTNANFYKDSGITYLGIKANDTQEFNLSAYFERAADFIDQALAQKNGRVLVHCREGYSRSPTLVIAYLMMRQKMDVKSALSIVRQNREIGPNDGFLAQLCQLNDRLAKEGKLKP
MazEF act: MazEF (E. coli) toxin RNase activation. P0AE70. AID 504720. hit rate 0.32% among 350,000. FAM/BHQ RNA-DNA oligo cleavage fluorescence, 5 h. activation, % at 20 µM; in the data active = activation above about 50%
Target sequence (P0AE70 whole entry, looked up): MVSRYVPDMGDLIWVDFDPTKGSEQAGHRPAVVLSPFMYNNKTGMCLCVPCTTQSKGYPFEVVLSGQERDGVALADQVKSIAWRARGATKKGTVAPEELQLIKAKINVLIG
SARS 3CLpro inh: SARS-CoV 3CLpro protease inhibition | recombinant SARS-CoV 3CLpro, quenched FRET peptide cleavage | inhibition, % at 6 µM | hit rate 0.14% among 290,000 | AID 1706; in the data active = inhibition above about 12%
Mtb BioA inh: blocks M. tuberculosis BioA enzyme activity; inhibition, % at 9.99 µM; purified M. tuberculosis BioA enzyme, plate reader; hit rate 0.096% among 360,000; in the data active = inhibition above about 40%
GDH-TPI inh: counter-screen for M. tuberculosis FBA inhibitors: GDH-TPI coupled enzymes. GDH-TPI coupled enzyme counterscreen, NADH absorbance. inhibition, % at 4.8 µM. hit rate 1.2% among 360,000; in the data active = inhibition above about 30%;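 note: 0% = DMSO wells and 100% = wells lacking the enzyme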
SSB-PriA inh: K. pneumoniae PriA-SSBct interaction inhibition. AlphaScreen SSBct-PriA binding, biotinylated peptide. inhibition, % at 33 µM. hit rate 0.6% among 430,000. AID 1272365; in the data active = inhibition mostly above about 37%, no sharp cut-off; inactive = mostly below about 20%;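 note: plate controls were negative control peptide for no effect and reference peptide for full effect; strong numbers were not always called active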
FBA Mtb inh: inhibits M. tuberculosis FBA enzyme. P9WQA3. purified M. tuberculosis FBA, fluorescence read-out. inhibition, % at 1 µM. hit rate 2.3% among 360,000. AID 588726; in the data active = inhibition above about 27%;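 note: 0% = vehicle and 100% = reference inhibitor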
Target sequence (P9WQA3 whole entry, looked up): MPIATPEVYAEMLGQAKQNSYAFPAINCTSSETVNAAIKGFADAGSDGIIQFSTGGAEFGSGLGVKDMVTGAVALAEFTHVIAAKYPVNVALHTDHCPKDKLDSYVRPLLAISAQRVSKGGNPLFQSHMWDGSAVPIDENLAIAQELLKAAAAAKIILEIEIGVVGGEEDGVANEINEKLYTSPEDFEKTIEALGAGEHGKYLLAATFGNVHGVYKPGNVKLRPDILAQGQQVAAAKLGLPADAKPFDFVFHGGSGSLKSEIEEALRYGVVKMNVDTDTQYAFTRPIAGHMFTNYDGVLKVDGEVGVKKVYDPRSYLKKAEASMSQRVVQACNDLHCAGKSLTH
UGM FP inh: blocks M. tuberculosis UGM enzyme. P9WIQ1. purified UGM, fluorescence polarization probe displacement. hit rate 0.06% among 320,000. inhibition, % at 10 µM; in the data active = inhibition above about 10%, passing the limit was not always enough
BH1578 lux ind: induces V. cholerae light production without autoinducers; V. cholerae BH1578 lux reporter, luminescence, 6 h; activation, % at 18.7 µM; hit rate 0.16% among 350,000; in the data active = activation mostly above about 9.7%, no sharp cut-off; note: not every result past the cut was called active; inactives centre near 0; reference of the scale not given here
Rv3671c inh: Rv3671c (M. tuberculosis) protease inhibition | inhibition, % at 5.96 µM | P9WHR9 | AID 2606 | hit rate 0.048% among 320,000; in the data active = inhibition above about 38%;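 note: extracellular domain of Rv3671c used as enzyme; 0% = enzyme with DMSO and 100% = no enzyme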
Target sequence (P9WHR9 whole entry, looked up, the tested form may be a part): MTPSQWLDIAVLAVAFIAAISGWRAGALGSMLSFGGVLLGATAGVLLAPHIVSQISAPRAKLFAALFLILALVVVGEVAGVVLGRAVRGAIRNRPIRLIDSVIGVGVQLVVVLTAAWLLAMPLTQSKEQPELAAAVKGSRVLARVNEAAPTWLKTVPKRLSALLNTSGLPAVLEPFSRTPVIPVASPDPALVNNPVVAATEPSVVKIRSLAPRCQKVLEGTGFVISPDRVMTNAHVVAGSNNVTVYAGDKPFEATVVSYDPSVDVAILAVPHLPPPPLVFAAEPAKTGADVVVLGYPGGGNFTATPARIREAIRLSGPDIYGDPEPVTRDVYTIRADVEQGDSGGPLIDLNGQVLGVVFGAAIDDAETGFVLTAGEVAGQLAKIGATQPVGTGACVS
* = called active by the depositor; i = inactive; . = not tested or not shown; + = active, no number; & = joins results of further samples.

SMILES	VHR inh abs	MazEF act	SARS 3CLpro inh	Mtb BioA inh	GDH-TPI inh	SSB-PriA inh	FBA Mtb inh	UGM FP inh	BH1578 lux ind	Rv3671c inh
O=C(Cc1ccc([N+](=O)[O-])cc1)Nc1ccc(Br)cn1	5	-4	3	-2.0	-5	3	3	2.0	i	2
O=C(c1cccc(S(=O)(=O)NCc2ccccc2)c1)N1CCN(c2ccccc2Cl)CC1	.	-9	.	1.0	2	8	-3	.	i	.
CCCNC(=O)c1ccc2c(=O)c(O)c(C)[nH]c2c1	22	10	.	-2.7	8	5	2	1.3	i	22
Cc1cc2cc(OCc3ccccc3)ccc2n1C	-2	-7	-5	-1.8	7	-10	-2	-0.1	-0.4	-1
COc1cc(/C=C2\C(=O)NN(c3ccccc3)C2=O)ccc1OCC(N)=O	14	.	2	.	.	.	.	0.9	.	-2
O=C(Nc1ccc2nc3n(c(=O)c2c1)CCCCC3)C(=O)N1CCN(c2ccccc2)CC1	13	6	1	-1.2	8	3	-2	-0.5	-0.2	1
c1ccc(-c2nc3ccccc3c3nncn23)cc1	-1	7	-1	-1.6	11	-8	-1	-0.5	-0.9	1
O=C(NCCc1ccccc1)C1COc2ccccc2O1 (configuration not stated)	34	2	0	-1.7	-2	2&-9	0	-1.4	i	-4
N#C/C(=C\c1ccc(OC(F)F)cc1)C(=O)N1CCCCC1	27	-14	-2	0.5	12	-1	-6	-1.5	-0.1	-5
CC(=O)Nc1ccc(NC(=O)COc2ccc(Cl)cc2Cl)cc1	33	8	-2	8.2	2	-13	-3	2.0	-1.4	-1
Cc1ccc(S(=O)(=O)N(C)CC(=O)OCC(=O)c2ccc3c(c2)NC(=O)CO3)cc1	.	9	.	-1.6	4	-2	0	1.1	0.8	0
O=C(/C=C/c1ccc(F)cc1)N1CC[C@@]2(O)CCCC[C@H]2C1	-27	-16	3	-0.2	0	2	2	-1.2	12	2
Cc1c(P(=O)(c2ccccc2)c2ccccc2)c2ccccc2n1C	.	.	.	0.2	0	.	-3	.	-0.4	.
CC(=O)C[C@@H](O)CC(=O)[C@@H]1OC(=O)[C@@H](C)C/C=C\Cc2ccccc21	.	5	.	0.0	-3	-2	1	-2.6	-1.6	3
Cc1noc(C)c1NC(=O)N(C)C[C@@H]1Oc2c(NC(=O)c3ccncc3)cccc2C(=O)N([C@H](C)CO)C[C@@H]1C	.	4	.	0.5&-2.9	15	-5	5	2.2	i	8
CC(Sc1ccccc1)C(=O)NN=C1CCN(C)CC1 (configuration not stated)	3	7	0	.	-5	-9	0	-3.0	1.5	3
Cc1cc(C)n2cc(COc3ccc4ccccc4c3)nc2n1	12	10	-8	.	-3	-8	1	-0.4	+	5
O=C1/C(=C/c2cccnc2)Oc2cc(OS(=O)(=O)c3ccc(Cl)cc3)ccc21	-32	14	0	-0.3	3	9	1	-0.1	-4.2	-2
OCCC1CN(Cc2cc(F)ccc2-n2cccn2)CCN1Cc1ccc(F)cc1 (configuration not stated)	12	2	2	1.2	11	-5	-1	-2.8	0.1	3
CCOCCCNc1c2c(nc3cc(-c4ccc(F)cc4)nn13)CCC2	22	13	5	.	1	-5	3	0.2	-0.2	4
COc1ccc(C(=O)c2nccc3cc(OC)c(OC)cc23)cc1OC	.	0	.	-0.7	15	2	-2	-0.9	-0.3	-173
CCc1ccccc1N1CC23C=CC(O2)C(C(=O)O)C3C1=O (configuration not stated)	-6	-6	-5	-1.3	7	0	5	0.5	-0.6	5
O=C(NCC1CCCO1)C(=O)N/N=C/c1ccc(O)c(Cl)c1 (configuration not stated)	-15	7	-2	0.8	55*	.	3	-1.0	i	5
O=C(CSC1=N/C(=C/c2ccc(Cl)c(Cl)c2)C(=O)N1c1ccccc1F)NC1CC1	4	-5	5	.	16	-18	5	0.8	2.6	-6
O=C(NCC1CCCO1)C1CCN(S(=O)(=O)c2cccnc2)CC1 (configuration not stated)	12	3	-6	-1.1	9	-4	6	1.1	-0.2	6
CCOc1ccc(C(=O)COC(=O)c2ccc(-n3cnnn3)cc2)cc1	22	-4	-3	-1.2	0	-19	-3	2.1	i	-6
Cc1ccc(NS(=O)(=O)c2ccc(NC(=O)[C@@H]3CCCC[C@@H]3C(=O)O)cc2)c(C)c1	29	5	6	-0.8	3	-15	0	-2.2	i	2
CC1CC(C)CN(S(=O)(=O)N2CCCC(C(=O)NC3CCCCC3C)C2)C1 (configuration not stated)	-25	1	0	0.8	3	-4	-3	0.2	-2.0	1
Cc1ccc2c(CN(C)Cc3ccccc3)cc(=O)oc2c1C	-2	10	0	0.9	12	-16	5	-1.5	i	4
COc1ccc(NC(=O)C2C(=O)N(CCO)C3(C)CC2c2ccccc2O3)cc1 (configuration not stated)	8	3	0	1.3&-1.5	-4	-11	0	3.5	1.9	-5
CCc1ccc(CN2CCC(n3nccc3NC(=O)C3CCCC3)CC2)cc1	6	-6	2	-0.4	9	-2	0	-2.6	1.6	5
CN1c2ccccc2C(C)(C)C12C=Cc1cc(O)ccc1O2 (configuration not stated)	18	18	-3	-0.9	14	39*	0	0.5	i	-111
CCOc1cc(/C=N/Nc2nc3ccccc3[nH]2)cc(Br)c1OCC(=O)N(C)C	26	7	1	-1.9	34*	.	3	0.5	2.1	11
CC(=O)NS(=O)(=O)c1ccc(NC(=O)CCc2ccccc2)cc1	10	-7	3	-0.4	-3	8	4	2.4	-0.4	-8
C[C@@H]1CN([C@H](C)CO)C(=O)Cc2cc(NS(=O)(=O)c3ccc(F)cc3)ccc2O[C@H]1CN(C)Cc1ccc(C(=O)O)cc1	.	4	.	-4.0&1.9	7	-4	-1	0.4	i	0
Cc1c(C(C)(C)C)c(C=S)n2ccccc12	23	9	-2	-0.2	6	6	0	0.8	-3.1	4
CCC(=O)N1CCCC(C(=O)Nc2nc3ccccc3n2C)CC1 (configuration not stated)	.	.	.	0.3	9	.	0	.	i	.
O=C(COC(=O)c1nc(Cl)ccc1Cl)Nc1ccc2c(c1)OCO2	12	2	2	.	2	4	-3	0.2	-0.4	-2
O=C(O)CCN1C(=O)c2ccncc2C1=O	-1	3	2	-1.5	6	-14	-2	-2.0	-12	5
CCC(C)c1ccccc1NC(=O)COC(=O)c1ccc2c(c1)S(=O)(=O)c1ccccc1C2=O (configuration not stated)	8	1	1	.	-2	12	2	0.1	2.1	0

Five entries picked at random from the list so far:
SMILES	VHR inh abs	MazEF act	SARS 3CLpro inh	Mtb BioA inh	GDH-TPI inh	SSB-PriA inh	FBA Mtb inh	UGM FP inh	BH1578 lux ind	Rv3671c inh
Cc1c(C(C)(C)C)c(C=S)n2ccccc12	23	9	-2	-0.2	6	6	0	0.8	-3.1	4
Cc1ccc(NS(=O)(=O)c2ccc(NC(=O)[C@@H]3CCCC[C@@H]3C(=O)O)cc2)c(C)c1	29	5	6	-0.8	3	-15	0	-2.2	i	2
O=C(O)CCN1C(=O)c2ccncc2C1=O	-1	3	2	-1.5	6	-14	-2	-2.0	-12	5
CCC(C)c1ccccc1NC(=O)COC(=O)c1ccc2c(c1)S(=O)(=O)c1ccccc1C2=O (configuration not stated)	8	1	1	.	-2	12	2	0.1	2.1	0
CCC(=O)N1CCCC(C(=O)Nc2nc3ccccc3n2C)CC1 (configuration not stated)	.	.	.	0.3	9	.	0	.	i	.

(more compounds)
SMILES	VHR inh abs	MazEF act	SARS 3CLpro inh	Mtb BioA inh	GDH-TPI inh	SSB-PriA inh	FBA Mtb inh	UGM FP inh	BH1578 lux ind	Rv3671c inh
Cc1ncc(C(O)c2ccc(N(C)C)cc2)n1Cc1ccccc1 (configuration not stated)	.	2	.	-0.9	3	.	1	.	-3.7	.
CCN(CC(=O)Nc1c(F)cccc1F)C(=O)CCc1nc2cc(S(=O)(=O)N(C)C)ccc2n1CC	0	-3	-1	1.7	-9	-1	-3	2.2	-0.5	4
COc1ccc(CC(=O)N/N=C/c2cccnc2)cc1OC	1	5	-3	2.9	16	.	5	3.4	i	1
CC(C)CNC(=O)c1cccc(Cn2cc(Cl)cn2)c1	8	-3	0	1.2	0	-10	2	-2.2	i	8
Cc1cc(Br)c(NC(=O)COC(=O)c2ccc[n+]([O-])c2)c(Br)c1	.	4	.	0.2	0	-9	-1	-0.7	0.9	2
COc1ccc(C(=O)N(CCc2ccccc2)Cc2cccs2)c(OC)c1	12	-33	-3	3.0	4	1	2	3.8	-0.3	-14
O=C(Nc1cscc1S(=O)(=O)c1ccc(Cl)cc1)c1ccccc1Cl	-20	-5	8	-0.6	2	-9	2	2.5	0.4	-1
C=CCc1ccc(OCCOCCOc2cccc3ccc(C)nc23)c(OC)c1	3	6	-3	3.0	0	-7	6	3.5	i	6
COCCN(Cc1nc2ccccc2c(=O)[nH]1)C(=O)COc1c(C)cc(Cl)cc1C	.	0	.	-0.9	-4	-11	1	0.2	2.8	-1
COc1ccc(OCCN(C)Cc2ccccc2)cc1	-4	7	-5	2.8	-3	-5	0	0.0	-0.8	-4
COc1ccccc1CNC(=O)C1CC(c2ccccc2C(F)(F)F)=NO1 (configuration not stated)	11	1	.	0.0	7	-4	2	1.2	-0.6	-10
CC(=O)NC(CCS(C)(=O)=O)C(=O)Nc1ccc(Oc2ccccc2)cc1 (configuration not stated)	26	1	1	-0.6	1	-1	3	3.2	-1.1	-1
Cc1ccc(OCC(=O)N2CCCC(CO)(CCOc3ccccc3)C2)cc1 (configuration not stated)	-6	-1	5	0.0	7	2	-1	-0.2	-0.7	0
Cc1ccc(Cl)c(OCCCCN2CCC(C)CC2)c1	.	3	.	-1.8	-10	-2	-1	.	-0.6	.
CCCCCOc1ccccc1C(=O)NCC(=O)O	38	5	-3	.	-1	-3	2	3.0	-2.9	1
O=C(Nc1cccc([N+](=O)[O-])c1)c1ccncc1	46	-4	-3	1.0	4	-11	-1	0.9	-0.3	-8
C[C@H](OC(=O)c1[nH]cnc1C(=O)N1CCN(C(=O)OC(C)(C)C)CC1)c1ccccc1	.	6	.	-0.1	-3	-12	-4	-2.5	0.0	1
CCOC(=O)C1CCCN(C(=O)Cn2nc(C)n3c(cc4c(OC)cccc43)c2=O)C1 (configuration not stated)	-15	7	-5	0.1	9	2	193*	-1.4	-0.2	2
CCCn1nc(C(=O)Nc2cccc(S(=O)(=O)N3CCOCC3)c2)c2ccccc2c1=O	.	2	.	-0.1	5	.	-2	.	-0.4	.
O=C(COC(=O)CCC1CCCC1)Nc1ccccc1Br	.	3	.	-1.9	0	-40	4	5.5	-2.0	-9

Only GDH-TPI inh and BH1578 lux ind (2 entries from above):
SMILES | GDH-TPI inh | BH1578 lux ind
COc1ccc(OCCN(C)Cc2ccccc2)cc1 | -3 | -0.8
COc1ccccc1CNC(=O)C1CC(c2ccccc2C(F)(F)F)=NO1 (configuration not stated) | 7 | -0.6

Next part:
SMILES	VHR inh abs	MazEF act	SARS 3CLpro inh	Mtb BioA inh	GDH-TPI inh	SSB-PriA inh	FBA Mtb inh	UGM FP inh	BH1578 lux ind	Rv3671c inh
Cc1nn(C)c(C)c1S(=O)(=O)N(CC(=O)NCc1ccco1)c1ccc(C(C)C)cc1	26	.	0	.	.	.	.	2.3	.	-10
N=c1n(CCN2CCCCC2)c2ccccc2n1CC(O)c1cccc(Br)c1 (configuration not stated)	15	21	-3	2.6	11	18	0	-1.2	.	3
COc1ccc(/C=N\NC(=O)c2ccc([N+](=O)[O-])cc2)cc1COc1c(F)c(F)cc(F)c1F	30	-2	2	-2.7	6	.	-3	-3.1	0.5	.
Cc1noc(C)c1C(=O)NCc1ccccc1Br	5	-14	3	.	-4	-10	2	-0.5	-0.5	3
COc1ccc(-c2[nH]ncc2CN2CCCC2c2nonc2C)c(F)c1 (configuration not stated)	30	0	-4	6.7	1	6	1	0.9	2.2	-3
CCOC(=O)c1cnc(SCc2cccc(C)c2)nc1N	-4	5	5	-2.7	-6	-16	-5	1.5	i	-17
O=S(=O)(Nc1ccc2c(c1)OCCO2)c1ccc(F)c(F)c1	-3	3	5	-1.2	2	-19	1	-2.1	-0.1	-4
COc1ccc(-c2cc(C(F)(F)F)nc(N3CCN(C)CC3)n2)cc1OC	28	3	-2	0.4	8	5	1	1.4	-0.3	-3

Screening data (PubChem BioAssay)

The list is partial (hit frequency here may not be typical).
